Screens deposited in PubChem by several laboratories.
AID2073: inhibitors of Mint1-CaV2.2 protein interaction, biochemical, HTRF (AID 2073). HTRF protein-protein interaction, Mint1-CaV2.2; higher % means a stronger effect. inhibition, % at 20 µM; hits with a dose series show IC50 in µM. 290,000 tested, 0.19% active; in the data active = inhibition mostly above about 51%, no sharp cut-off; inconclusive = no clear call, values can overlap the other calls; inactive = mostly below about 53%; also: some results filed as inactive read as strong as hits
RSV antiviral HEp-2: inhibition of RSV-induced cytopathic effect – HEp-2 cells, primary 10 µM value included (AID 2391); HEp-2 cells, RSV-induced CPE inhibition; higher % means a stronger effect; CPE inhibition, % at 10 µM, or IC50 in µM where a hit was titrated; 310,000 tested, 0.13% active; in the data active = a potency from the dose series; inconclusive = CPE inhibition mostly from about 23% at the one dose, without a potency; inactive = the rest, 99 in 100 with CPE inhibition below about 21%; also: strong numbers were not always called active
West Nile virus CPE: inhibition of WNV-induced cytopathic effect – cell-based, CPE readout (AID 1621) | one-dose CPE inhibition, % at 10 µM; IC50 in µM for titrated hits | 290,000 tested, 0.02% active | West Nile virus-infected cells, CPE inhibition; higher % means a stronger effect; in the data active = a potency from the dose series; inconclusive = CPE inhibition mostly from about 3.7% at the one dose, without a potency; inactive = the rest, 99 in 100 with CPE inhibition below about 2.2%; also: strong numbers were not always called active
SV40 large T antigen: TAg ATPase/helicase activity blockers – biochemical (AID 1903); one-dose inhibition, % at 20 µM; IC50 in µM for titrated hits; 310,000 tested, 0.39% active; SV40 large T antigen ATPase/helicase inhibition assay; higher % means a stronger effect; in the data active = a potency from the dose series; inconclusive = inhibition mostly from about 32% at the one dose, without a potency; inactive = the rest, 99 in 100 with inhibition below about 32%; also: strong numbers were not always called active
K1F lysis inhibition: protection from phage-mediated lysis, alamar blue read-out – E. coli UTI89, K1F phage, bacterial capsule biogenesis inhibitors (AID 488966) | E. coli UTI89 K1F phage lysis, alamar blue, 2 h; higher % means a stronger effect | inhibition, % at 100 µM; hits with a dose series show IC50 in µM | 340,000 tested, 0.02% active;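 active = phage lysis inhibition, versus mean bacterial control, above a set limit; inconclusive = no clear call, values can overlap the other calls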;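 also: capsule biogenesis inhibitors block K1F phage lysis so surviving cells raise fluorescence; higher fluorescence means more inhibition of phage lysis; actives were called in the ten point dose series up to 300 µM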
Dengue-2 NS5 capping: Dengue-2 NS5 methyltransferase inhibitors, primary screen, biochemical, confirmation dose response (AID 588689); Dengue-2 NS5 methyltransferase capping enzyme assay, biochemical; higher % means a stronger effect; one-dose inhibition, % at 25 µM; IC50 in µM for titrated hits; 340,000 tested, 0.3% active; in the data active = a potency from the dose series; inconclusive = inhibition above about 29% without an active follow-up result
SIAH1 antagonists: Siah-1 peptide-binding antagonists, primary screen, biochemical, fluorescence polarization, rhodamine-plectin, uHTS (AID 1817). displacement, % at 20 µM, or IC50 in µM where a hit was titrated. 290,000 tested, 0.02% active. Siah-1 / rhodamine-plectin peptide fluorescence polarization; higher % means a stronger effect;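 active = displacement of at least 50% at 20 µM, with a fluorescence ratio check between 0.3 and a set limit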;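 also: plate controls were Siah plus tracer with DMSO for no effect and tracer alone without Siah for full effect; strong numbers were not always called active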
NTR1 agonist: NTR1-driven beta-arrestin-GFP spot formation – imaging, U2OS cells, high content, primary screen (AID 493036) | P30989 | agonist mode | activation, % at 20 µM | 330,000 tested, 0.17% active;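 active = activation at or above 40% of the spot to cytoplasm intensity ratio, with at least 20 cells analyzed; inconclusive = wells under 20 cells, flagged as cytotoxic or low count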;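 also: 0% = DMSO without peptide and 100% = 100 nM NTR1 peptide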
Target sequence (P30989 whole entry, looked up): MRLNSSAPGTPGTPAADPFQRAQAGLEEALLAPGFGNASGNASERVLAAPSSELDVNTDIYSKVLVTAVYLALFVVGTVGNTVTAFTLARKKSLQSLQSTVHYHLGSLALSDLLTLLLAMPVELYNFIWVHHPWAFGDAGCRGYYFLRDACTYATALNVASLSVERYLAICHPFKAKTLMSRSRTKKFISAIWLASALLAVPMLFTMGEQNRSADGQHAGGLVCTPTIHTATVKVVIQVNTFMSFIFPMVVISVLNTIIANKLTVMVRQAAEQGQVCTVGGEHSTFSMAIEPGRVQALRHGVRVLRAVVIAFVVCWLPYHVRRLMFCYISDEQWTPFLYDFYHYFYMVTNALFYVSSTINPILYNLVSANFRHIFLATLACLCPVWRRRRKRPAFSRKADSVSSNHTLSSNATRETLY
Rac1 GTP hydrolysis: MgcRacGAP GTPase-activating activity inhibitors, confirmation, biochemical, ADP Hunter fluorescence | MgcRacGAP-stimulated Rac1 GTP hydrolysis, ADP Hunter fluorescence; higher % means a stronger effect; GST-tagged Rac1 F28L mutant substrate | one-dose inhibition, % at 30 µM; IC50 in µM for titrated hits | 340,000 tested, 0.6% active | AID 624330;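 active = first-screen hits whose inhibition reached a set limit at any dose in the follow-up dose series; inconclusive = inhibition above the set first-screen limit but never retested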;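 also: fluorescence reports GDP produced by GAP-driven GTP hydrolysis; strong numbers were not always called active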
NTR1 agonist cell count 20 µM: also measured in NTR1 agonist; calls as there; cell count; measured here: cell count, cytotoxicity flag
Dengue-2 NS5 capping pilot replicate: also measured in Dengue-2 NS5 capping; calls as there; inhibition, %; measured here: pilot screen replicate inhibition
* marks the source's active call; other numbers are inactive results; u = inconclusive; x = no result given; [ ] = dose if it differs, or a comment.

SMILES | AID2073 | RSV antiviral HEp-2 | West Nile virus CPE | SV40 large T antigen | K1F lysis inhibition | Dengue-2 NS5 capping | SIAH1 antagonists | NTR1 agonist | NTR1 agonist cell count 20 µM | Rac1 GTP hydrolysis | others
O=C(Nc1ccc(C(=O)NCCCN2CCN(c3ccc(F)cc3)CC2)cc1)C1=CSCCO1 | 6% | 1.6% | -0.2% | 6% | 0.4% | 7% | 1% | 2.6 | 55 | -2%
CC(=O)C(Sc1nnnn1-c1ccc(O)cc1)c1ccccc1 (stereo unspecified) | 0% | 1.2% | -0.3% | 7% | 0.0% | -6% | 6% | 1.2 | 86 | 10%
CN(Cc1cccs1)S(=O)(=O)c1cccs1 | 0% | 0.7% | 0.8% | -4% | 0.0% | -3% | -6% | -1.2 | 85 | 6%
Cc1ccc(CN2C(=O)CCC2(C)C(=O)NCc2cccnc2)cc1 (stereo unspecified) | -7% | 1.1% | 0.6% | 8% | 0.0% | -9% | -3% | -1.0 | 97 | 5%
CC(=O)n1cc([C@H]2C=C(C(=O)N3CCOCC3)O[C@@H](OCc3ccc(CO)cc3)C2)c2ccccc21 | 12% | -1.4% | 0.3% | 3% | 0.4% | -9% | 0% | 0.9 | 102 | 0%
COc1ccc(-c2cc(-c3ccccc3)c(C#N)c(=S)[nH]2)cc1 | 26% | -2.3% | 0.3% | 14% | 1.6%[50 µM] | -26% | -2% | 1.4 | 65 | 16%
O=C(COc1cccc(NC(=O)c2ccccc2)c1)c1ccc(F)cc1 | 0% | 1.9% | -0.4% | 3% | 1.5%[50 µM] | -1% | 15% | 2.9 | 57 | 6%
Cc1ccc(NC(=S)NCCc2ccc(S(N)(=O)=O)cc2)c(C)c1 | x | 1.6% | 0.1% | x | 2.1% | -7% | x | 0.9 | 57 | 8%
C=CCN(Cc1nc(-c2ccc(OC)c(OC)c2)oc1C)C1CCS(=O)(=O)C1 (stereo unspecified) | 43% | -1.4% | -0.3% | 7% | -1.0% | -4% | 1% | -0.8 | 106 | 8%
[O-]/C(=C(\C(=S)Nc1ccc(SC(F)F)cc1)[n+]1ccccc1)c1cc(Cl)ccc1Cl | 16% | 12% | -2.0% | 3% | 0.4% | 0% | -4% | 2.0 | 47 | 10%
NC(=S)Nc1cccc2[nH]ncc12 | 1% | 0.8% | 1.4% | 10% | 0.2% | -4% | 5% | -0.5 | 59 | 4%
COc1ccc(-c2noc3c2-c2nc(C(C)C)sc2CC3)cc1 | x | 2.0% | 1.0% | 6% | 1.2% | -5% | x | 4.0 | 105 | 7%
Cc1cc(SCC(=O)Nc2ccc(O)cc2)n2ncc(-c3ccccc3)c2n1 | 17% | 0.3% | -0.1% | 11% | 0.1%[50 µM] | -13% | 2% | 7.9 | 68 | 4%
Oc1ccc(Cl)cc1N=Cc1sc2ccccc2c1Cl | -1% | -0.4% | -0.4% | u | -0.2% | -22% | 18% | x | x | 20µM*
NC(=O)C1CCN(C(=O)CSc2nc3c(c(-c4ccccc4)n2)CCCC3)CC1 | -6% | 1.3% | 0.0% | 10% | 1.7% | 6% | 11% | -1.9 | 57 | 13%
COc1ccc(C(=O)CCN2CCN(c3ccc(OC)cc3)CC2)cc1 | -1% | -0.3% | -2.5% | 22% | 0.1% | -10% | 2% | -0.5 | 88 | -2%
CCOc1cnc(C(=O)NNC(=O)C(Br)C(C)C)o1 (stereo unspecified) | 6% | 2.8% | 1.0% | 12% | 0.4% | -5% | 5% | -0.8 | 49 | 4%
O=C(CSc1nnc2ccc(-c3ccncc3)nn12)c1cccs1 | 27% | 0.2% | 1.3% | 0% | 0.0% | -10% | 5% | 1.7 | 46 | 7%
Cc1ccc(-c2nc3cc(N)ccc3o2)c(C)c1 | -4% | 38% | 0.1% | -2% | 0.3% | 2% | 0% | 1.9 | 41 | 10%
O=C(COc1ccc(Cl)cc1)N1CCN(c2ncccn2)CC1 | 0% | -0.8% | -0.1% | 8% | 0.1% | 4% | 3% | 0.2 | 46 | 8%
O=C(CCc1nnc2ccc(NCc3ccc(Cl)cc3)nn12)NC1CCCCC1 | 51% | 3.1% | -0.3% | 15% | 0.3% | -3% | -3% | -0.8 | 65 | 6%
Cc1c(C(=O)NCCc2ccccc2)oc2ccc(S(=O)(=O)N3CCC4(CC3)OCCO4)cc12 | 1% | u | 0.9% | -4% | 0.6% | 2% | 3% | 1.5 | 83 | 8%
COc1cccc(/C=C2/SC(=S)N(CCC(=O)N3CCOCC3)C2=O)c1 | 18% | 11% | u | 12% | 1.1% | -3% | 1% | 1.3 | 48 | 2%
C=CCn1c(SCC(=O)NCC(=O)OCC)nnc1-c1ccccn1 | 34% | 4.9% | 0.3% | -6% | 11% | -6% | 1% | -1.3 | 51 | -4%
N#Cc1cnn2cc(-c3ncc(C(F)(F)F)cc3Cl)cnc12 | 11% | 1.4% | 0.3% | 21% | -3.8% | -6% | -6% | 0.7 | 76 | 5%
Cc1ccccc1Nc1nn2c(=O)c3ccccc3nc2s1 | 12% | 0.5% | -0.4% | 14% | 0.4% | 10% | -2% | 1.2 | 88 | -10% | Dengue-2 NS5 capping pilot replicate=2.7
CN(C)C(=O)c1nc2ccc(Cl)cn2c1CN1CCN(c2ncccn2)CC1 | 9% | 0.2% | 0.3% | 2% | -0.2% | 1% | -3% | -1.0 | 87 | 7%
COC(=O)C1=CN(Cc2cccs2)C=C(C(=O)OC)C1c1cccc(OC)c1OC | 18% | -1.5% | -0.7% | 7% | 4.4% | 0% | 8% | 2.6 | 42 | 2%
O=C(O)c1ccc(OCc2occc2C(=O)O)cc1 | 9% | 2.6% | 0.7% | 6% | -2.3% | 0% | 6% | -0.7 | 49 | -8%
CC(=O)c1ccc(C(=O)NC2CCCN(Cc3ccccc3F)C2)cc1 (stereo unspecified) | -2% | -0.9% | -0.4% | -1% | -2.6% | 2% | -1% | 0.8 | 66 | -14%
COc1cccc(C(=O)NC2CC3CCCC(C2)N3S(=O)(=O)c2ccccc2)c1 (stereo unspecified) | 6% | 3.9% | 0.0% | 6% | 1.6%[50 µM] | 11% | 3% | -0.1 | 54 | 10%
O=C(Nc1cc(C(F)(F)F)ccc1Cl)C(NCc1ccccc1)c1ccccc1 (stereo unspecified) | 0% | 18% | -1.2% | 3% | 0.1% | 1% | 4% | 11 | 49 | 5%
COCC(C)OC(=O)/C(C#N)=C\c1coc2ccc(C)cc2c1=O (stereo unspecified) | 8% | 0.7% | -0.1% | 19% | -0.7%[50 µM] | -43% | 0% | x | x | 5%
CCN(C(=O)Cn1nc(C)n2c(cc3cc(C)ccc32)c1=O)c1ccccc1 | 10% | 4.2% | -0.6% | 16% | -0.1% | -5% | 4% | 3.6 | 68 | 11%
COc1ccccc1CNC(=O)COC(=O)c1ccc(Cl)nc1 | x | x | x | x | 2.2% | -2% | x | 5.1 | 40 | 0%
COc1cc2c(C#CCCO)c(-c3ccsc3)oc(=O)c2cc1OC | x | x | x | x | 12% | -7% | x | 6.7 | 55 | 9%

4 neighbouring entries already listed, for reference:
SMILES | AID2073 | RSV antiviral HEp-2 | West Nile virus CPE | SV40 large T antigen | K1F lysis inhibition | Dengue-2 NS5 capping | SIAH1 antagonists | NTR1 agonist | NTR1 agonist cell count 20 µM | Rac1 GTP hydrolysis | others
COCC(C)OC(=O)/C(C#N)=C\c1coc2ccc(C)cc2c1=O (stereo unspecified) | 8% | 0.7% | -0.1% | 19% | -0.7%[50 µM] | -43% | 0% | x | x | 5%
CCN(C(=O)Cn1nc(C)n2c(cc3cc(C)ccc32)c1=O)c1ccccc1 | 10% | 4.2% | -0.6% | 16% | -0.1% | -5% | 4% | 3.6 | 68 | 11%
COc1ccccc1CNC(=O)COC(=O)c1ccc(Cl)nc1 | x | x | x | x | 2.2% | -2% | x | 5.1 | 40 | 0%
COc1cc2c(C#CCCO)c(-c3ccsc3)oc(=O)c2cc1OC | x | x | x | x | 12% | -7% | x | 6.7 | 55 | 9%

Carrying on.
SMILES | AID2073 | RSV antiviral HEp-2 | West Nile virus CPE | SV40 large T antigen | K1F lysis inhibition | Dengue-2 NS5 capping | SIAH1 antagonists | NTR1 agonist | NTR1 agonist cell count 20 µM | Rac1 GTP hydrolysis | others
COc1ccc(CNC(=O)c2c(F)c(F)c(F)c(F)c2F)cc1 | -2% | 1.6% | -0.3% | 4% | 3.2% | -8% | 0% | 1.3 | 47 | 4%
COc1ccc(CC(=O)N/N=C(\C)c2cccs2)cc1OC | 4% | 1.5% | -0.6% | 3% | 0.2% | -7% | 1% | -0.4 | 67 | 6%
CC(C)CCCC(C)NS(=O)(=O)Cc1ccccc1 (stereo unspecified) | -4% | 1.1% | -1.6% | 8% | -0.1% | 1% | -4% | -0.4 | 73 | 6%
O=C(NCCc1ccccc1)C1CCN(S(=O)(=O)N2CCCCC2)CC1 | 5% | -1.2% | -0.2% | 21% | 0.8% | 2% | -4% | -0.4 | 59 | 11%
CCOc1ccc(CCNC(=O)COC(=O)CSc2ccccc2C)cc1OCC | 14% | 1.4% | -0.1% | 4% | -0.2%[50 µM] | -3% | -2% | -0.1 | 64 | 7%
CC(C)=CCCC(C)CN(C)CCc1ccccn1 (stereo unspecified) | -10% | 0.5% | -0.6% | -2% | 3.9% | -3% | 6% | -0.8 | 85 | 16%
COc1ccc(CCNC(=O)CSc2nnc(CNC(=O)c3c(F)cccc3Cl)o2)cc1OC | -2% | 0.7% | -0.2% | 8% | 0.2% | 2% | 14% | 1.0 | 63 | 3%
[O-][n+]1c2ccc3nonc3c2nn1-c1ccccc1Cl | 3% | 0.4% | x | -2% | 0.5% | 1% | -1% | 0.2 | 48 | 5%
COc1cc2cc(-c3ccc(O)cc3O)nc(C)c2cc1OC | 2% | 9.5% | 1.2% | 30% | 0.0% | 0% | -1% | 9.1 | 92 | 30µM*
CN(C(=O)COC(=O)Cn1cnc2c1c(=O)n(C)c(=O)n2C)C1(C#N)CCCCC1 | x | 2.1% | x | x | 0.7%[50 µM] | 7% | x | -2.0 | 63 | 4%
Cc1ccc(S(=O)(=O)N(C)C)cc1NC(=O)C(C)OC(=O)c1ccc2c(c1)OCCO2 (stereo unspecified) | 9% | 0.0% | 0.0% | 14% | -0.6%[50 µM] | -9% | 2% | -2.6 | 54 | -4%
O=C(Nc1cccnc1Cl)c1noc2c1CCc1ccccc1-2 | 15% | 0.1% | -0.3% | 3% | 0.4% | -11% | -4% | 0.0 | 51 | 10%
CC(=O)c1c(C)[nH]c(C(=O)COC(=O)COc2ccccc2)c1C | x | x | x | x | -0.1%[50 µM] | 4% | x | 3.5 | 52 | -3%
